High-throughput results: PubChem BioAssay, several laboratories
SUMO1-SIM PPI = modulators of SUMO1 protein-protein interactions, primary screen, biochemical, uHTS | Small ubiquitin-related modifier 1 (Homo sapiens), P63165 | SUMO1 binding to a labelled peptide, TR-FRET, 1 h | inhibition, % at 20 µM | 360,000 compounds, 0.33% hits | AID 602429, 2012; in the data active = inhibition above about 37%
LMPTP block = LMPTP phosphatase inhibitors, primary screen, biochemical, fluorescence intensity, uHTS | Low molecular weight phosphotyrosine protein phosphatase (Homo sapiens), P24666 | recombinant LMPTP-A, OMFP fluorogenic substrate | inhibition, % at 20 µM | 360,000 compounds, 0.22% hits | AID 651560, 2012;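 active = compounds that cut the enzyme signal by at least half of the control window in the single-dose screen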;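 also: plate controls were DMSO wells with enzyme plus substrate for no effect and substrate without enzyme for full effect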
Target sequence (P24666 whole entry, looked up): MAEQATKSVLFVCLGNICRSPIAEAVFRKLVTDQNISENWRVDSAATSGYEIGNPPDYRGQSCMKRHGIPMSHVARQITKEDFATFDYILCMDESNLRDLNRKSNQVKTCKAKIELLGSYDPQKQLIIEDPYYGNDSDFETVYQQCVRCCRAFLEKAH
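Test system – LMPTP-A enzyme · Amount – LMPTP-A at 0.625 nM final in the reaction · Buffer or medium – Bis-Tris pH 6.0, DTT, detergent · Reagent – OMFP 400 µM · Doses – single 20 µM dose · Schedule – reaction 50 min, room temperature, dark · Detection – fluorescence intensity of OMFP turnover product · Evaluation – percent inhibition versus substrate-only and uninhibited controls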
CendR NRP1 mod = modulators of CendR peptide binding to NRP-1, primary screen, biochemical, fluorescence polarization, uHTS; 360,000 compounds, 0.85% hits; inhibition, % at 25 µM; Neuropilin-1 (Homo sapiens), O14786; FAM-RPARPAR peptide binding to NRP-1;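 active = inhibition or corrected inhibition above about 18%, plus a signal ratio from 0.5 to 1.5, limit read from the data, passing the limit was not always enough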; also: strong numbers were not always called active
NadD inh = inhibitors of S. aureus NadD, primary screen, biochemical, colorimetric, uHTS | Nicotinate-nucleotide adenylyltransferase NadD (Staphylococcus aureus N315) | purified NadD enzyme, colorimetric absorbance read-out | inhibition, % at 20 µM | 360,000 compounds, 0.78% hits; in the data active = inhibition above about 26%; also: some compounds past the cut are filed as inactive
Neddylation inh = inhibitors of cullin neddylation, primary screen, biochemical, TR-FRET, uHTS, NAE and Ubc12; calls only at 25 µM; 360,000 compounds, 0.58% hits; AID 651699, 2012; NEDD8-conjugating enzyme Ubc12 (Homo sapiens) + NEDD8-activating enzyme E1 regulatory …; in the data active = inhibition above about 36%
Target sequence (P61081 whole entry, looked up): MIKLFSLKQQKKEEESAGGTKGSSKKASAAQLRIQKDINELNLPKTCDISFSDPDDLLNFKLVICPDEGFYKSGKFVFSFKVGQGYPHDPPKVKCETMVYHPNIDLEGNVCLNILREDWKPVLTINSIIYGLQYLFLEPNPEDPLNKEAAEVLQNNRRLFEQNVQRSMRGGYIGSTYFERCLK
Target sequence (Q13564 whole entry, looked up): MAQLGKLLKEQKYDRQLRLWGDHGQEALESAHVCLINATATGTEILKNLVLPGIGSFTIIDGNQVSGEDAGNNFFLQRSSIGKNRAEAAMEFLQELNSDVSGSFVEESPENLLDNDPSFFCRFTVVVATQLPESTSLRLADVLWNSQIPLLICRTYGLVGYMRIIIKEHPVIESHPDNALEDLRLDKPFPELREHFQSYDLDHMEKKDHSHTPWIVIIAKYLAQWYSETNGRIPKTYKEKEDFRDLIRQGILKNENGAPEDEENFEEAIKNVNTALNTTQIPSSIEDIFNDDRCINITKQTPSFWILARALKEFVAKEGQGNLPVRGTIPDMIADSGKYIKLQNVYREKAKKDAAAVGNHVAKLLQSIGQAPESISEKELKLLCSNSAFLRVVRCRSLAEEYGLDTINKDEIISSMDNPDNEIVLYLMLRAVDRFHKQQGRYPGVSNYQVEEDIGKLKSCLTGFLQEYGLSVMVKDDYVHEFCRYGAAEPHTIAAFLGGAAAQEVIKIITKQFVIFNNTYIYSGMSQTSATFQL
TbMetRS inhib = T. brucei MetRS inhibitors, primary screen, biochemical, luminescence. methionyl-tRNA synthetase (Trypanosoma brucei brucei). purified T. brucei MetRS, ATP depletion, Kinase-Glo luminescence. inhibition, % at 11.9 µM. 360,000 compounds, 0.4% hits. AID 624268, 2012;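 active = inhibition above a per-plate cutoff of the control wells' mean inhibition plus 3 SD, cut at about 5.5% in these data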;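 also: 0% = DMSO wells median and 100% = median of wells with control inhibitor compound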
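System: purified T. brucei MetRS enzyme / Detection: Kinase-Glo luciferase luminescence reporting remaining unconsumed ATP / Medium: HEPES buffer with MgCl2, KCl, DTT, spermine, BSA, pyrophosphatase / Replication: singlicate, one well per compound / Evaluation: percent inhibition relative to median high and low control wells / Schedule: 2 h aminoacylation at 25 °C after 15 min preincubation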
SKN-1 block = suppressors of acrylamide-induced Pgst-4::GFP reporter in worms, primary screen, SKN-1 inhibitor project, whole organism, uHTS, GFP/RFP fluorescence ratio, strain VP596; AID 624304, 2012; inhibition, % at 21.8 µM; C. elegans VP596 Pgst-4::GFP/RFP ratio, 24 h; 360,000 compounds, 0.49% hits;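 active = interference check ratio from 0.5 to 1.5 plus GFP to RFP signal ratio inhibition reaching or exceeding a fixed threshold, cut at about 30% in these data, passing the limit was not always enough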; also: some compounds called inactive have numbers as strong as hits
STEP block = STEP phosphatase inhibitors, primary screen, biochemical, fluorescence intensity, uHTS. recombinant STEP, OMFP fluorogenic substrate. inhibition, % at 20 µM. 360,000 compounds, 0.25% hits. AID 588621, 2011;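 active = inhibition at 20 µM, scaled per plate between control wells, above about 37%, limit read from the data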;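 also: 0% = DMSO with enzyme and substrate and 100% = substrate only without enzyme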
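medium = Bis-Tris buffer pH 6.0, 2.5 mM DTT, 0.005% Tween 20 | test system = STEP (striatal-enriched tyrosine phosphatase) enzyme, cell-free | measure = normalized % inhibition | compound dosing = 20 µM, 1% DMSO | also added = 25 µM OMFP | schedule = reaction 20 min, ambient temperature | measured by = fluorescence read at 480 nm ex / 540 nm em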
DNMT1 block = human DNMT1 methyltransferase inhibitors, primary screen, biochemical, molecular beacon, fluorescence, HinP1I cleavage, uHTS; DNA (cytosine-5)-methyltransferase 1 (Homo sapiens), P26358; inhibition (reported as % activation of signal), % at 10 µM; 360,000 compounds, 0.83% hits; AID 588458, 2011; in the data active = inhibition above about 50%
Scp-1 inhibitor = Scp-1 phosphatase inhibitors, primary screen, biochemical, colorimetric, uHTS; Carboxy-terminal domain RNA polymerase II polypeptide A small phosphatase 1 (Homo …; Recombinant Scp1, phosphopeptide, malachite green phosphate absorbance; inhibition, % at 20 µM; 340,000 compounds, 0.88% hits;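 active = inhibition above about 50% at 20 µM, limit read from the data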;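 also: plate controls were DMSO wells with enzyme for no effect and wells lacking enzyme for full effect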
Target sequence (Q9GZU7 76-261 limits assumed): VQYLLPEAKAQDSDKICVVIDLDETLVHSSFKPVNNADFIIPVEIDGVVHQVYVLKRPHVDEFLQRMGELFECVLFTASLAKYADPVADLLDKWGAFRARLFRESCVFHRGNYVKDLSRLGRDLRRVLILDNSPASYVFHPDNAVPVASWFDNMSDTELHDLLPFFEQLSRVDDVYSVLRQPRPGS
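Incubation: 45 min enzyme reaction at room temperature / System: truncated SCP-1 phosphatase (76-261aa) / Reagent: Phospho 17-mer peptide substrate / Buffer or medium: Acidic Tris acetate buffer with magnesium and detergent / Signal: absorbance at 630 nm / Doses: one concentration, 20 µM, with 1.0% DMSO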
* hit, by the source's call; i = inactive; / = not tested or not shown.

1	Cc1ccc(OCC(=O)N/N=C/c2cccnc2)cc1
2	COc1cc(CN2CCN(Cc3ccc(C(F)(F)F)cc3)CC2)cc(OC)c1OC
3	CCCC1NC(=O)c2cc3ccccc3cc2-n2c1nc1cc(Cl)ccc1c2=O (stereo unspecified)
4	Oc1ccc(Cl)cc1CNc1cnc2ccccc2c1
5	CSc1ccccc1C(=O)N1CCN(c2ncccn2)CC1
6	Cc1ccc(C)c(C(=O)COC(=O)CNS(=O)(=O)c2ccccc2)c1

compound no.	1	2	3	4	5	6
SUMO1-SIM PPI	-5	1	-9	-11	0	4
LMPTP block	-0.6	-1.8	0.5	3.1	0.3	0.4
CendR NRP1 mod	9	-3	-5	3	5	0
NadD inh	-5	-6	9	-2	1	-10
Neddylation inh	i	i	i	i	i	i
TbMetRS inhib	-0.1	-1.2	-0.1	13*	-0.5	-0.6
SKN-1 block	2	0	17	17	1	5
STEP block	1	4	0	-4	-4	-2
DNMT1 block	1	1	-10	-5	1	0
Scp-1 inhibitor	-7	-4	/	-8	-3	-13

7	COc1ccc(-c2nn(-c3ccccc3)cc2/C=C\C(=O)Nc2ccc(C(=O)O)cc2)cc1
8	CC(C)(CN1CCCCC1)NS(=O)(=O)c1ccc(Cl)cc1
9	FC(F)(F)c1ccc(/C=N/NC(=S)NC2CCCCC2)cc1
10	Cc1noc(C)c1CC(=O)N1CCCC(C(=O)c2ccc(C(C)(C)C)cc2)C1 (stereo unspecified)
11	Nc1ccc(C(=O)OCc2nc3c(ccc4ccccc43)[nH]2)cc1
12	O=C(Nc1nnc(-c2ccccc2F)s1)c1ccccc1F

compound no.	7	8	9	10	11	12
SUMO1-SIM PPI	11	1	0	-1	1	-7
LMPTP block	25	0.7	1.5	-0.4	0.8	18
CendR NRP1 mod	-6	-6	-16	-6	13	-4
NadD inh	7	1	-7	-1	2	-3
Neddylation inh	i	i	i	i	i	i
TbMetRS inhib	0.9	-0.3	-0.1	0.3	7.1*	-0.2
SKN-1 block	5	25	-4	12	-4	15
STEP block	2	3	-3	1	0	1
DNMT1 block	-8	2	2	-2	-11	0
Scp-1 inhibitor	-10	0	-6	1	5	-10

13	COc1cc(CN2CCCC(C(=O)Nc3ccccc3Oc3cccnc3)C2)ccc1F (stereo unspecified)
14	COc1ccc2c(c1)C=C(CN1CCC(CO)(CCc3ccccc3)CC1)CO2
15	CN(CC1CCCN(CCc2ccccc2F)C1)C(=O)c1cc2ccccc2o1 (stereo unspecified)
16	CCC(C)NC(=O)CSc1ccc(Cl)cc1 (stereo unspecified)
17	COCCNC(=O)c1c(CS(=O)(=O)c2ccccc2)noc1C(=O)NCc1ccccc1
18	CCOC(=O)C1=CCN(S(=O)(=O)c2ccc(F)cc2)C1c1ccc(C)cc1 (stereo unspecified)

compound no.	13	14	15	16	17	18
SUMO1-SIM PPI	4	2	-1	-2	0	7
LMPTP block	-0.5	1.8	-1.5	1.0	-1.3	1.5
CendR NRP1 mod	3	-16	1	-6	2	7
NadD inh	-3	9	-2	-6	-2	-9
Neddylation inh	i	i	i	i	i	i
TbMetRS inhib	-0.4	-0.5	-0.3	-0.8	-0.1	-0.2
SKN-1 block	-12	9	3	13	-1	-16
STEP block	-2	2	-3	-1	2	2
DNMT1 block	-1	-8	1	1	2	-3
Scp-1 inhibitor	3	-1	/	3	-7	/

19	O=C(NCCCc1ccccc1)[C@@H]1Cc2ccccc2CN1
20	C=CC[C@H](CC(=O)N(CCO)Cc1ccccc1)C(=O)N[C@@H](COC(=O)[C@H](CC=C)CC(=O)OC(C)(C)C)Cc1c[nH]c2ccccc12
21	O=C(c1cccs1)C1CCCN(Cc2nc(Cc3ccccc3F)no2)C1 (stereo unspecified)
22	CCN(CC)C(=O)CNc1ccc(C(F)(F)F)cc1[N+](=O)[O-]
23	O=C(CC(=O)c1cccs1)c1ccncc1
24	O=S(=O)(c1ccccc1)c1cnn2c(C(F)(F)F)cc(-c3ccccc3)nc12

compound no.	19	20	21	22	23	24
SUMO1-SIM PPI	4	-1	-1	-15	-31	3
LMPTP block	-1.8	3.4	-0.8	0.1	-0.8	-0.9
CendR NRP1 mod	1	-4	6	-33	-8	6
NadD inh	-2	-7	-3	-5	3	5
Neddylation inh	i	i	i	i	i	/
TbMetRS inhib	-0.7	-0.7	-0.3	1.7	-0.2	0.3
SKN-1 block	13	6	-2	15	2	3
STEP block	0	-4	0	-2	-3	0
DNMT1 block	-2	-35	-1	-2	-2	18
Scp-1 inhibitor	-12	-14	1	-7	-12	-2

25	Cc1c(C#N)c2ccccc2n1CC(=O)N1CCc2ccccc2C1
26	O=C(COc1ccc2ccc(=O)oc2c1)NCCCN1CCCC1=O
27	O=C(CCN1C(=O)/C(=C\c2cccs2)SC1=S)Nc1nccs1
28	C[C@@]12C(=O)N(Cc3ccco3)CC(=O)N1[C@H]1c3ccccc3OC[C@@H]1[C@@H]2c1ccccc1
29	CCCCn1c(SCC(=O)N2CCOCC2)nnc1-c1cccs1
30	O=c1[nH]c(SCc2cccc(F)c2)nc2c1CCCC2

compound no.	25	26	27	28	29	30
SUMO1-SIM PPI	5	4	-5	3	0	4
LMPTP block	-0.4	0.0	1.1	-1.4	0.8	-0.7
CendR NRP1 mod	13	8	-27	-3	-3	1
NadD inh	-1	3	12	-4	-4	2
Neddylation inh	i	i	i	i	i	i
TbMetRS inhib	0.3	0.5	-1.4	-0.2	-1.3	0.1
SKN-1 block	12	14	30	10	10	5
STEP block	-1	1	4	3	-2	-2
DNMT1 block	-1	2	3	0	-3	2
Scp-1 inhibitor	-15	-3	-9	-7	7	-2

31	CCOC(=O)N1CCC(N2C(=O)c3ccccc3C2Nc2ccc(S(=O)(=O)N(CC)CC)cc2)CC1 (stereo unspecified)
32	CC1(C)CN(c2cccc(-c3ccnc4ncnn34)c2)C1=O
33	Cc1ccsc1C(=O)OCC(=O)NCCC1=CCCCC1
34	COCCCn1c(=O)/c(=C\c2ccccc2OC(F)F)s/c1=C(/C#N)C(=O)N1CCOCC1
35	Cc1ccc2cc(C#N)c(NCCNC(=O)C3CCC3)nc2c1C
36	COc1cc(/C=C/C(=O)N2CCc3ccccc3C2)cc(OC)c1OC

compound no.	31	32	33	34	35	36
SUMO1-SIM PPI	-1	0	1	-21	-3	-4
LMPTP block	0.2	-0.9	-0.7	1.1	-1.2	-1.8
CendR NRP1 mod	-6	1	-2	2	-5	-6
NadD inh	2	-5	-4	-4	-6	-7
Neddylation inh	i	i	i	i	/	i
TbMetRS inhib	0.3	-0.9	0.4	-0.1	-0.5	-0.4
SKN-1 block	7	2	-5	1	8	13
STEP block	2	5	-1	-1	2	0
DNMT1 block	0	1	-3	-3	-4	-1
Scp-1 inhibitor	2	-1	-8	-7	0	-8

11 structures already listed, sorted by length of the SMILES, rising:
23	O=C(CC(=O)c1cccs1)c1ccncc1
33	Cc1ccsc1C(=O)OCC(=O)NCCC1=CCCCC1
29	CCCCn1c(SCC(=O)N2CCOCC2)nnc1-c1cccs1
32	CC1(C)CN(c2cccc(-c3ccnc4ncnn34)c2)C1=O
25	Cc1c(C#N)c2ccccc2n1CC(=O)N1CCc2ccccc2C1
27	O=C(CCN1C(=O)/C(=C\c2cccs2)SC1=S)Nc1nccs1
36	COc1cc(/C=C/C(=O)N2CCc3ccccc3C2)cc(OC)c1OC
24	O=S(=O)(c1ccccc1)c1cnn2c(C(F)(F)F)cc(-c3ccccc3)nc12

compound no.	23	33	29	32	25	27	36	24
SUMO1-SIM PPI	-31	1	0	0	5	-5	-4	3
LMPTP block	-0.8	-0.7	0.8	-0.9	-0.4	1.1	-1.8	-0.9
CendR NRP1 mod	-8	-2	-3	1	13	-27	-6	6
NadD inh	3	-4	-4	-5	-1	12	-7	5
Neddylation inh	i	i	i	i	i	i	i	/
TbMetRS inhib	-0.2	0.4	-1.3	-0.9	0.3	-1.4	-0.4	0.3
SKN-1 block	2	-5	10	2	12	30	13	3
STEP block	-3	-1	-2	5	-1	4	0	0
DNMT1 block	-2	-3	-3	1	-1	3	-1	18
Scp-1 inhibitor	-12	-8	7	-1	-15	-9	-8	-2

34	COCCCn1c(=O)/c(=C\c2ccccc2OC(F)F)s/c1=C(/C#N)C(=O)N1CCOCC1
31	CCOC(=O)N1CCC(N2C(=O)c3ccccc3C2Nc2ccc(S(=O)(=O)N(CC)CC)cc2)CC1 (stereo unspecified)
28	C[C@@]12C(=O)N(Cc3ccco3)CC(=O)N1[C@H]1c3ccccc3OC[C@@H]1[C@@H]2c1ccccc1

compound no.	34	31	28
SUMO1-SIM PPI	-21	-1	3
LMPTP block	1.1	0.2	-1.4
CendR NRP1 mod	2	-6	-3
NadD inh	-4	2	-4
Neddylation inh	i	i	i
TbMetRS inhib	-0.1	0.3	-0.2
SKN-1 block	1	7	10
STEP block	-1	2	3
DNMT1 block	-3	0	0
Scp-1 inhibitor	-7	2	-7

Carrying on:
37	CC(C)CNC(=S)NC1CC2CCCC(C1)N2C1CCCCC1 (stereo unspecified)
38	CNC(=O)CSc1nc2ccccc2c(=O)n1CCc1ccccc1
39	Cc1ccc(NC(=O)OCC(F)(F)C(F)F)cc1NC(=O)OCC(F)(F)C(F)F
40	Clc1ccccc1N1CCN(c2ncnc3nc[nH]c23)CC1

compound no.	37	38	39	40
SUMO1-SIM PPI	-2	0	2	1
LMPTP block	-1.0	-0.9	0.7	-1.8
CendR NRP1 mod	10	6	-13	-9
NadD inh	-2	-26	-4	2
Neddylation inh	i	i	i	i
TbMetRS inhib	-0.7	-1.1	0.3	-0.6
SKN-1 block	1	-11	-10	-6
STEP block	-2	-2	-2	2
DNMT1 block	2	1	-3	5
Scp-1 inhibitor	3	3	-9	-9
